From PubChem BioAssay
NSD2 inh: inhibitors of human NSD2, primary screen, biochemical, plate reader, single point. NSD2-SET H3K36me1 DELFIA fluorescence. inhibition, % at 12.5 µM. Histone-lysine N-methyltransferase NSD2 (Homo sapiens), O96028. 44,000 compounds, 0.07% hits; in the data active = inhibition above about 54%, passing the limit was not always enough; inconclusive = no clear call, values can overlap the other calls;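 also: inhibitors reduce the monomethyl H3K36 fluorescence signal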
Target sequence (O96028 whole entry, looked up): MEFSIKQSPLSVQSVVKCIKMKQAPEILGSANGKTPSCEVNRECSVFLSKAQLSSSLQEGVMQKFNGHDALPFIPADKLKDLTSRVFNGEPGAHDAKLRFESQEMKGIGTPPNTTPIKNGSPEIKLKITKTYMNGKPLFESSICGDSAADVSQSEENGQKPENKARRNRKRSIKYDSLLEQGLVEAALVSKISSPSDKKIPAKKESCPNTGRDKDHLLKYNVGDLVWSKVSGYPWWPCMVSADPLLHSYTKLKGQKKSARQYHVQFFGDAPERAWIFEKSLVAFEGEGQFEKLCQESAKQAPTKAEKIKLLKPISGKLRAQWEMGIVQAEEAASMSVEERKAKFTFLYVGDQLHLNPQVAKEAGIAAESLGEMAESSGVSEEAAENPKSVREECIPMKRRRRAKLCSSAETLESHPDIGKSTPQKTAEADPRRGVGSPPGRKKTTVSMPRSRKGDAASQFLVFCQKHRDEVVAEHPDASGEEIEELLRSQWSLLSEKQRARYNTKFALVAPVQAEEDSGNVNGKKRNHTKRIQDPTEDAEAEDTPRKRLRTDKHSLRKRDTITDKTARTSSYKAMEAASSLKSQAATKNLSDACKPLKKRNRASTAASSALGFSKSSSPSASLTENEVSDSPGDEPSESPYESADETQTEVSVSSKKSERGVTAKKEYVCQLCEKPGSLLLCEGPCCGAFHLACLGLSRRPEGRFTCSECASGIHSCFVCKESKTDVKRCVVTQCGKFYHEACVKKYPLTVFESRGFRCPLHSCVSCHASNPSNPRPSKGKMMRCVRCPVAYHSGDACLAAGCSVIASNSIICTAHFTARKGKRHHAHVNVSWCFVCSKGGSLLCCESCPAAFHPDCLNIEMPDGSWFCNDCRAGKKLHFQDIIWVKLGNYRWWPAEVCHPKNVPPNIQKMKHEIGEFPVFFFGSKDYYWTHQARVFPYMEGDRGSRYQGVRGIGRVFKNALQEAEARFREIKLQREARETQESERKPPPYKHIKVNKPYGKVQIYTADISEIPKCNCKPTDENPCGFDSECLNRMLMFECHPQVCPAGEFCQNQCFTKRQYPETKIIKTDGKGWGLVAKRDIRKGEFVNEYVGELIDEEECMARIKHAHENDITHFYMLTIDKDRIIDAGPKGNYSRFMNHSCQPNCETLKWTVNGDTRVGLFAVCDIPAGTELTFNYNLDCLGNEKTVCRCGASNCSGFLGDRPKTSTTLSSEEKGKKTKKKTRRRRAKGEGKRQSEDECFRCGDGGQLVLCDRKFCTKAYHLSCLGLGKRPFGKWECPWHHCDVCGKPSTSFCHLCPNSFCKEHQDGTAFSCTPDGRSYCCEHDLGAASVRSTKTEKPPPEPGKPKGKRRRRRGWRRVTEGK
Numbers without * were called inactive; ? = inconclusive. A portion of the library; count on the stated rates, not on these rows.

compound	NSD2 inh
COc1ccc(S(=O)(=O)N(C)C[C@@H]2Oc3ccc(NS(=O)(=O)c4ccc(C)cc4)cc3CC(=O)N([C@@H](C)CO)C[C@H]2C)cc1	-7
COCC(=O)N(C)C[C@H]1Oc2ncc(C#CCC3CCCC3)cc2C(=O)N([C@@H](C)CO)C[C@@H]1C	-1
COC(=O)C[C@H]1C[C@@H]2c3cc(NC(=O)c4ccc5c(c4)OCO5)ccc3O[C@@H]2[C@@H](CO)O1	-2
C[C@H](CO)N1C[C@H](C)[C@@H](CN(C)C(=O)Nc2ccc(F)cc2)Oc2ccc(NC(=O)Nc3cccc4ccccc34)cc2C1=O	1
COc1ccc(NC(=O)Nc2ccc3c(c2)CC(=O)N([C@@H](C)CO)C[C@@H](C)[C@H](CN(C)Cc2ccccc2)O3)cc1	-16
Cc1noc(C)c1NC(=O)N(C)C[C@@H]1Oc2c(cccc2N(C)C)C(=O)N([C@H](C)CO)C[C@H]1C	-3
C/C=C/c1cnc2c(c1)C(=O)N([C@@H](C)CO)C[C@H](C)[C@@H](CN(C)C(=O)Nc1ccccc1F)O2	-1
CC(/C=C/C1(O)C(C)CC(O)CC1(C)C)OC1OC(CO)C(O)C(O)C1O (configuration not stated)	10
COc1ccc(COCC23N=C4SCc5ccccc5CN4[C@H](c4ccccc4O2)[C@H]3CO[Si](C)(C)C(C)(C)C)cc1	-1
O=C1O[C@H](c2ccccc2)[C@H](c2ccccc2)N2[C@H]1[C@@H](C(=O)O)[C@]1(C(=O)Nc3ccc(C#CCCO)cc31)[C@H]2c1ccccc1OCCO	-15
C=C(C)C(O)C(O)c1c(OC)ccc2ccc(=O)oc12 (configuration not stated)	3
C[C@@H]1CN([C@@H](C)CO)C(=O)c2cc(NC(=O)CCC(F)(F)F)ccc2O[C@@H]1CN(C)CC1CC1	5
COc1ccc(NC(=O)N(C)C[C@@H]2OCCCC[C@@H](C)Oc3ccc(NC(=O)Nc4ccc(C(F)(F)F)cc4)cc3C(=O)N([C@H](C)CO)C[C@@H]2C)cc1	-3
O=C(O)C1=C[C@H](c2ccc3c(c2)Cc2ccccc2-3)C[C@H](OCc2ccc(CO)cc2)O1	-9
C[C@H](CO)N1C[C@H](C)[C@@H](CN(C)S(=O)(=O)c2ccc(F)cc2)Oc2ncc(-c3ccncc3)cc2C1=O	-48
C[C@@H]1CN([C@H](C)CO)S(=O)(=O)c2ccc(C#C[C@@H](C)O)cc2O[C@@H]1CN(C)C(=O)CN(C)C	2

Two of the compounds above, field by field.
C[C@H](CO)N1C[C@H](C)[C@@H](CN(C)S(=O)(=O)c2ccc(F)cc2)Oc2ncc(-c3ccncc3)cc2C1=O
  NSD2 inh: -48

C[C@@H]1CN([C@H](C)CO)S(=O)(=O)c2ccc(C#C[C@@H](C)O)cc2O[C@@H]1CN(C)C(=O)CN(C)C
  NSD2 inh: 2

(continued)
compound	NSD2 inh
CNC[C@H]1Oc2cc(-c3cncnc3)ccc2S(=O)(=O)N([C@H](C)CO)C[C@@H]1C	-3
C[C@@H]1CN([C@@H](C)CO)C(=O)c2cccc(NC(=O)c3ccc(-c4nccs4)cc3)c2O[C@@H]1CN(C)CC1CC1	-2
COc1ccc(NC(=O)Nc2ccc3c(c2)C(=O)N([C@@H](C)CO)C[C@@H](C)[C@H](CN(C)S(=O)(=O)c2ccc(Cl)cc2)OCCCC[C@@H](C)O3)cc1	-4
COc1ccc2c(c1)cc(C)c1nnc(SCC(=O)Nc3cccc(C(C)=O)c3)n12	-6
C[C@H](CO)N1C[C@H](C)[C@H](CN(C)C(=O)c2ccc3c(c2)OCO3)Oc2cc(-c3ccccc3)ccc2S1(=O)=O	-7
C[C@H]1CN([C@@H](C)CO)C(=O)Cc2cc(NC(=O)CCC(F)(F)F)ccc2O[C@H]1CN(C)Cc1ccc(Oc2ccccc2)cc1	12
C[C@@H]1CCCCO[C@H](CN(C)C(=O)NC2CCCCC2)[C@@H](C)CN([C@@H](C)CO)C(=O)c2cc(NC(=O)c3ccccc3)ccc2O1	1
C[C@H]1CN([C@@H](C)CO)C(=O)Cc2cc(NC(=O)Cc3ccccc3)ccc2O[C@H]1CN(C)Cc1ccccc1	5
C[C@@H]1CN([C@H](C)CO)C(=O)CCCn2cc(nn2)CO[C@H]1CN(C)S(=O)(=O)c1cn(C)cn1	2
C[C@H]1CCCCO[C@@H](CN(C)Cc2ccncc2)[C@@H](C)CN([C@@H](C)CO)C(=O)c2cc(NC(=O)c3ccncc3)ccc2O1	6
C[C@H]1CN([C@@H](C)CO)S(=O)(=O)c2ccc(-c3cncnc3)cc2O[C@@H]1CN(C)C(=O)Cc1ccncc1	3
CC1CC[C@@]2(OC1)O[C@H]1CC3C4CC=C5C[C@@H](O[C@@H]6O[C@H](CO)[C@@H](O)[C@H](O)[C@H]6O)CC[C@]5(C)C4CC[C@]3(C)[C@@]1(O)[C@@H]2C (some centres not stated)	-6
C[C@@H]1CN([C@H](C)CO)C(=O)c2cccc(NS(=O)(=O)c3ccccc3)c2O[C@H]1CN(C)C(=O)Nc1ccc2c(c1)OCO2	4
COc1ccccc1NC(=O)N(C)C[C@@H]1OCc2ccccc2-c2c(n(C)c3ccccc23)C(=O)N([C@@H](C)CO)C[C@@H]1C	-10
Cc1ccc(-c2cnc3c(c2)C(=O)N([C@H](C)CO)C[C@H](C)[C@H](CN(C)C(=O)Cc2cccnc2)O3)cc1	-8
COc1ccc(S(=O)(=O)Nc2ccc3c(c2)C(=O)N([C@H](C)CO)C[C@H](C)[C@@H](CN(C)C(=O)Nc2ccc4c(c2)OCO4)OCCCC[C@@H](C)O3)cc1	-3
C[C@H]1CN([C@@H](C)CO)C(=O)Cc2cc(N(C)C)ccc2O[C@H]1CN(C)Cc1ccc(Cl)c(Cl)c1	3
C[C@H](CO)N1C[C@H](C)[C@H](CN(C)Cc2ccc(C(F)(F)F)cc2)Oc2ccc(NS(C)(=O)=O)cc2C1=O	-2
C[C@H]1CN([C@@H](C)CO)C(=O)Cc2cc(NS(=O)(=O)c3ccc(F)cc3)ccc2O[C@@H]1CN(C)CC1CC1	4
C[C@@H]1CN([C@@H](C)CO)S(=O)(=O)c2ccc(C#Cc3ccc(F)cc3)cc2O[C@H]1CN(C)C(=O)c1ccccn1	1
O=C(C[C@H]1C[C@H]2c3cc(NC(=O)CC4CC4)ccc3O[C@H]2[C@@H](CO)O1)NCc1cccc(F)c1	2
O=C(Cc1ccccc1)Nc1nc2ccc(Cl)cc2c2nc(-c3ccco3)nn12	12
C[C@@H]1CN([C@@H](C)CO)C(=O)c2cc(NC(=O)CCC(F)(F)F)ccc2O[C@@H](C)CCCCO[C@H]1CN(C)C(=O)Nc1ccc(C(F)(F)F)cc1	-5
C[C@H]1CN([C@@H](C)CO)C(=O)c2cc(NC(=O)Cc3cn(C)c4ccccc34)ccc2O[C@H]1CN(C)S(=O)(=O)c1cccs1	-2

Rewritten as labelled records: entries from further up
> C[C@@H]1CN([C@H](C)CO)C(=O)c2cccc(NS(=O)(=O)c3ccccc3)c2O[C@H]1CN(C)C(=O)Nc1ccc2c(c1)OCO2
  NSD2 inh: 4
> C[C@@H]1CN([C@@H](C)CO)C(=O)c2cccc(NC(=O)c3ccc(-c4nccs4)cc3)c2O[C@@H]1CN(C)CC1CC1
  NSD2 inh: -2
> COc1ccc(S(=O)(=O)N(C)C[C@@H]2Oc3ccc(NS(=O)(=O)c4ccc(C)cc4)cc3CC(=O)N([C@@H](C)CO)C[C@H]2C)cc1
  NSD2 inh: -7
> COc1ccc(COCC23N=C4SCc5ccccc5CN4[C@H](c4ccccc4O2)[C@H]3CO[Si](C)(C)C(C)(C)C)cc1
  NSD2 inh: -1

(next part)
compound	NSD2 inh
C[C@@H]1CN([C@@H](C)CO)C(=O)c2cc(C3=CCCCC3)cnc2O[C@H]1CN(C)C(=O)Cc1ccccc1	-3
CCCNC(=O)N(C)C[C@@H]1Oc2ncc(C#Cc3ccncc3)cc2C(=O)N([C@H](C)CO)C[C@@H]1C	3
C[C@@H]1CN([C@@H](C)CO)C(=O)CCCn2nncc2CO[C@@H]1CN(C)S(=O)(=O)c1ccc(F)cc1	9
Cc1ccc(S(=O)(=O)Nc2ccc3c(c2)C(=O)N([C@H](C)CO)C[C@H](C)[C@@H](CN(C)C(=O)Nc2cccc4ccccc24)OCCCC[C@@H](C)O3)cc1	-7
C[C@@H]1CN([C@H](C)CO)C(=O)c2cc(-c3ccccc3)cnc2O[C@@H]1CN(C)Cc1ccccn1	13
C[C@H](CO)N1C[C@H](C)[C@H](CN(C)Cc2ccccc2F)Oc2cc(C#CCN(C)C)ccc2S1(=O)=O	11
C[C@H](CO)N1C[C@H](C)[C@@H](CN(C)Cc2ccc3c(c2)OCO3)OCCCC[C@H](C)Oc2ccc(NC(=O)Cc3ccccc3)cc2C1=O	2
C[C@H]1CCCCO[C@H](CN(C)S(=O)(=O)c2ccc(Cl)cc2)[C@@H](C)CN([C@@H](C)CO)C(=O)c2cc(NC(=O)c3ccncc3)ccc2O1	3
CNC[C@@H]1OCCCC[C@@H](C)Oc2ccc(NC(=O)NC(C)C)cc2C(=O)N([C@H](C)CO)C[C@@H]1C	1
COc1ccc(S(=O)(=O)Nc2ccc3c(c2)CC(=O)N([C@H](C)CO)C[C@@H](C)[C@H](CN(C)S(=O)(=O)c2ccc(Cl)cc2)O3)cc1	-3
Cc1ccc(S(=O)(=O)N(C)C[C@@H]2Oc3ccc(NC(=O)C4CC4)cc3CC(=O)N([C@@H](C)CO)C[C@H]2C)cc1	3
C[C@H](CO)N1C[C@H](C)[C@H](CN(C)S(=O)(=O)c2cccs2)Oc2ccc(NC(=O)CCN3CCOCC3)cc2C1=O	-4
CN(C)CCCCCCNC(=O)[C@@H]1C[C@@H]2C(=O)N3CCC[C@H]3C(=O)N2[C@@H]1c1ccc(O)cc1	3
COc1ccc(S(=O)(=O)N(C)C[C@H]2Oc3ccc(NC(=O)CCN4CCOCC4)cc3C(=O)N([C@@H](C)CO)C[C@@H]2C)cc1	-2
C[C@H](CO)N1C[C@H](C)[C@@H](CN(C)S(=O)(=O)c2ccc(F)cc2)Oc2ccc(NC(=O)Nc3ccccc3)cc2C1=O	4
CC(C)C(=O)Nc1nc(OC(=O)N(c2ccccc2)c2ccccc2)c2[nH]cnc2n1	0
Cc1ccc(S(=O)(=O)N(C)C[C@H]2OCCCC[C@@H](C)Oc3ccc(NS(C)(=O)=O)cc3C(=O)N([C@H](C)CO)C[C@@H]2C)cc1	5
C[C@@H]1CN([C@H](C)CO)C(=O)Cc2cc(NC(=O)C3CC3)ccc2O[C@@H]1CN(C)Cc1ccc2c(c1)OCO2	3
CC(C)C#Cc1cnc2c(c1)C(=O)N([C@@H](C)CO)C[C@H](C)[C@@H](CN(C)C(=O)Nc1cc(F)ccc1F)O2	-10
C[C@@H]1CCCCO[C@@H](CN(C)C(=O)NC2CCCCC2)[C@@H](C)CN([C@@H](C)CO)C(=O)c2cc(NC(=O)Nc3ccc(F)cc3)ccc2O1	-4
CC(=O)NC(Cc1c[nH]c2cc(Cl)ccc12)C(=O)O (configuration not stated)	-4
Cc1noc(C)c1S(=O)(=O)Nc1ccc2c(c1)CC(=O)N([C@@H](C)CO)C[C@H](C)[C@H](CN(C)Cc1ccc(-c3ccccc3)cc1)O2	-1
CCCC#Cc1ccc2c(c1)O[C@@H](CN(C)Cc1cncnc1)[C@@H](C)CN([C@H](C)CO)S2(=O)=O	0
C[C@H]1CCCCO[C@@H](CN(C)S(=O)(=O)c2cn(C)cn2)[C@@H](C)CN([C@@H](C)CO)C(=O)c2cc(NS(=O)(=O)c3cn(C)cn3)ccc2O1	-5
Cc1noc(C)c1S(=O)(=O)Nc1ccc2c(c1)C(=O)N([C@@H](C)CO)C[C@@H](C)[C@H](CN(C)C(=O)Nc1ccccc1)O2	11
C/C=C/c1cnc2c(c1)C(=O)N([C@H](C)CO)C[C@H](C)[C@H](CN(C)S(=O)(=O)c1ccccc1F)O2	6
Cc1ccc(S(=O)(=O)Nc2ccc3c(c2)C(=O)N([C@H](C)CO)C[C@@H](C)[C@H](CN(C)Cc2ccccc2)O3)cc1	1
COc1ccccc1NC(=O)N(C)C[C@H]1OCc2ccccc2-c2c(n(C)c3ccccc23)C(=O)N([C@@H](C)CO)C[C@H]1C	-2
C[C@@H]1CN([C@@H](C)CO)S(=O)(=O)c2ccc(C#CC3(O)CCCC3)cc2O[C@@H]1CN(C)C(=O)c1ccncc1	6
CC(C)NC(=O)N(C)C[C@@H]1Oc2ncc(-c3ccc(C(=O)N(C)C)cc3)cc2C(=O)N([C@H](C)CO)C[C@H]1C	0
CC(C)CC#Cc1cnc2c(c1)C(=O)N([C@@H](C)CO)C[C@H](C)[C@@H](CN(C)C(=O)c1ccc(F)cc1)O2	-10
C[C@H](CO)N1C[C@H](C)[C@H](CN(C)C(=O)Nc2ccc(F)cc2)Oc2ccc(NC(=O)NC3CCCCC3)cc2CC1=O	?
CCn1c(SCc2nc3ccccc3c(=O)[nH]2)nnc1-c1ccccc1C	5
C[C@@H]1CN([C@H](C)CO)C(=O)c2cc(C#Cc3ccncc3)cnc2O[C@H]1CN(C)CC1CCCC1	8
C[C@H]1CCCCO[C@H](CN(C)Cc2ccc(C(=O)O)cc2)[C@@H](C)CN([C@@H](C)CO)C(=O)c2cc(NC(=O)c3ccncc3)ccc2O1	-1
O=C(CCCCCC(=O)Nc1ccccc1O)N/N=C/c1cccnc1	2
Cc1noc(C)c1NC(=O)N(C)C[C@H]1Oc2c(NC(=O)c3cnccn3)cccc2C(=O)N([C@@H](C)CO)C[C@H]1C	14
